HePTP inhibitor = human HePTP phosphatase inhibition. recombinant HePTP phosphatase activity, OD absorbance. inhibition, % at 20 µM. P35236. AID 521. 110,000 compounds, 0.64% hits; in the data active means inhibition above about 50%;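 further: plate controls were vehicle for no effect and reference inhibitor for full effect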
Target sequence (P35236 whole entry, looked up): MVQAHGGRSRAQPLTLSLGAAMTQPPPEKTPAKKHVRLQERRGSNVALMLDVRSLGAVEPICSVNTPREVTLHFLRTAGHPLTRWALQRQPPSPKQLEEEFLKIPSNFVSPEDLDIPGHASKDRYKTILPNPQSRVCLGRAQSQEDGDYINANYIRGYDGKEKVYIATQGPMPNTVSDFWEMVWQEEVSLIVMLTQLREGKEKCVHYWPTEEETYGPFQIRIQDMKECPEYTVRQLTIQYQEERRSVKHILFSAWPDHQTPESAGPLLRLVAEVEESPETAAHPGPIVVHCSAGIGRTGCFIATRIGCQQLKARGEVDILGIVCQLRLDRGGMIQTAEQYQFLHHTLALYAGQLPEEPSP
BAP1 block = blocks human BAP1 ubiquitin-AMC hydrolysis | Q92560 | 72,000 compounds, 0.48% hits | recombinant BAP1, Ub-AMC hydrolysis fluorescence kinetic; hits give low values | activity remaining (% of control), % at 20 µM | AID 436;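 active means activity remaining at or below 50% of control, provided the compound also passes the data quality filters; inactive means the rest, including low values that fail the filters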;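 further: 100% = DMSO wells rate and 0% = substrate alone blank rate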
Target sequence (Q92560 whole entry, looked up): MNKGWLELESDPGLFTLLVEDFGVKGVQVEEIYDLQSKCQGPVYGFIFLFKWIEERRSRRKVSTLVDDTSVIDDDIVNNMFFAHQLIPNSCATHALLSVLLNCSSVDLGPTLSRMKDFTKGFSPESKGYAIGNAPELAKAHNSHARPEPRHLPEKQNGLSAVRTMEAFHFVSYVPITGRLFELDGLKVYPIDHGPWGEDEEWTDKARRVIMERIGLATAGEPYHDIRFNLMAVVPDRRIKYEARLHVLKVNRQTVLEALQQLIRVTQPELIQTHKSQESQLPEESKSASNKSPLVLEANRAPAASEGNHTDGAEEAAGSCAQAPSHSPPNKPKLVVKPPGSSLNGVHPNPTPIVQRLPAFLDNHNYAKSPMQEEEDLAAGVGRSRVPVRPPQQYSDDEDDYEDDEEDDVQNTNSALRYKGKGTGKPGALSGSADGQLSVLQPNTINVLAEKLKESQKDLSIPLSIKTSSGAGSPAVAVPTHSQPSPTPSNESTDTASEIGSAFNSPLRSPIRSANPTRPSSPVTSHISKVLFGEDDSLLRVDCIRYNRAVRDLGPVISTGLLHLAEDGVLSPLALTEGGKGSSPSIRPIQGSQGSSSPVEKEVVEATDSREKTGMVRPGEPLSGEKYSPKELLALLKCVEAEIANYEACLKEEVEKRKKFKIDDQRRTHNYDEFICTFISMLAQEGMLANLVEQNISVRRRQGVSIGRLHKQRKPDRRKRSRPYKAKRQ
* hit, by the source's call; i = inactive; · = not tested or not shown; & = joins results of further samples.

Screens in order: HePTP inhibitor, BAP1 block
O=[N+]([O-])c1ccc2nc(SCc3c[nH]c4ccccc34)sc2c1
 : 10, ·
O=C(Nc1ccccc1-c1nc2ccccc2s1)c1ccc([N+](=O)[O-])cc1
 : ·, 154
O=C(NC1CCCC1)c1cnn2c(C(F)(F)F)cc(-c3ccco3)nc12
 : 6, 76
CCn1c(=N)c(C(=O)OC)cc2c(=O)n3ccccc3nc21
 : -4, ·
CCOc1ccc(N2C(=O)CC(Sc3ccccc3C(=O)O)C2=O)cc1 (stereo unspecified)
 : 11, ·
Cc1nc(SCC(=O)Nc2cccc(Cl)c2)n[nH]1
 : 3, 95
CC(C)(C)OC(=O)NCCC(=O)Oc1ccc2ccc(=O)oc2c1
 : -1, i
COCCOC(=O)c1ccc(NC(=O)C(C)(C)C)cc1
 : ·, 88
Cc1cc(C)c(C(N)=O)c(Nc2cccc(Cl)c2)n1
 : -4, ·
O=C(Oc1ccc(F)cc1)c1cccc(C(=O)Oc2ccc(F)cc2)n1
 : ·, 70
NC(=O)SCC(=O)Nc1ccccc1Cl
 : 9, ·
COc1ccc(S(N)(=O)=O)cc1C(=O)NCC1(N2CCCCC2)CCCCC1
 : 3, 105
Cc1ccc2cc3cc(C(=O)NCCCN4CCCCCC4)oc3nc2c1
 : -6, ·
O=C(NCCN1CCOCC1)c1ccncc1
 : -3, 63
Cc1ccc(N2CCSC2c2ccco2)cc1 (stereo unspecified)
 : -18, ·

4 entries out of the list, arranged by heavy-atom count, largest number first.
Screens in order: HePTP inhibitor, BAP1 block
O=C(Nc1ccccc1-c1nc2ccccc2s1)c1ccc([N+](=O)[O-])cc1
 : ·, 154
O=C(NC1CCCC1)c1cnn2c(C(F)(F)F)cc(-c3ccco3)nc12
 : 6, 76
CC(C)(C)OC(=O)NCCC(=O)Oc1ccc2ccc(=O)oc2c1
 : -1, i
NC(=O)SCC(=O)Nc1ccccc1Cl
 : 9, ·

Next part:
Screens in order: HePTP inhibitor, BAP1 block
CC(C)CCC(C(N)=O)C1=NC(C)(C)Cc2ccccc21 (stereo unspecified)
 : 6, ·
O=C(O)c1cn(-c2ccccc2)nc1-c1ccc(F)cc1
 : -11, ·
O=c1[nH]c(=S)[nH]c(O)c1C=Nc1cc(Cl)ccc1O
 : 17, ·
COc1ccc(C(=O)N2CCCN(C)CC2)cc1S(=O)(=O)N1CCCc2ccccc21
 : 4, 92
COc1cccc(C2=CC(c3ccccc3)n3ncnc3N2)c1 (stereo unspecified)
 : 7, 111
O=S(=O)(c1ccc(N2CC=C(c3ccccc3)CC2)nc1)N1CCCC1
 : 2, ·
O=C(OCC(=O)N1CCCc2ccccc21)C1CCN(S(=O)(=O)c2cccs2)CC1
 : 13, 110
Cc1cc(OCC(=O)N2CCCC2)ccc1Br
 : -24, ·
O=C(O)c1c(F)c(F)c(F)c(F)c1-c1ccc(Cl)cc1
 : -5&8, 89
N/C(=N\OC(=O)c1cccc(Br)c1)c1ccc([N+](=O)[O-])cc1
 : 0, ·
CC(=O)n1cc(Nc2cccc([N+](=O)[O-])c2)c2ccccc21
 : -1, ·
Cc1cc(Cl)ccc1OCC(=O)Nc1ccc2ccccc2c1
 : 7, ·
Fc1ccc(-c2noc(-c3ccc(F)cc3)n2)cc1
 : -19, ·
CCOC(=O)c1[nH]nc(-c2c(O)cc(C)cc2O)c1-c1csc(C)n1
 : -10, 114
Cc1nn2c(nc1=O)SCC(c1ccccc1)=N2
 : ·, 61

Continued.
Screens in order: HePTP inhibitor, BAP1 block
COc1ccc(OC)c(-c2cc(C(=O)Nc3c(C)n(C)n(-c4ccccc4)c3=O)no2)c1
 : -1, 88
CCC(C(=O)Nc1cc(C)on1)c1ccccc1 (stereo unspecified)
 : 9, ·
CCc1c(C)sc(NC(=O)C2CCCCC2C(=O)O)c1C#N (stereo unspecified)
 : 0, ·
O=C(c1cnc(N2CCN(c3ncccn3)CC2)c2ccccc12)N1CCN(c2ccccn2)CC1
 : 10, 80
c1ccc(C2COC(c3cccs3)=N2)cc1 (stereo unspecified)
 : -7, 84
CC(C)C(=O)NC(=O)NCc1cccc([N+](=O)[O-])c1
 : 7, ·
Cn1c(Cn2c(=O)sc3ccccc32)nnc1SCC(=O)NCc1ccc2c(c1)OCO2
 : 2, 92
Cn1c(N/N=C\c2cccs2)cc(=O)n(C)c1=O
 : -3, ·
COc1ccc(CC(=O)Nc2ccc(NC(=O)c3ccc(C(C)(C)C)cc3)cc2)cc1OC
 : -5, ·
c1ccc(Oc2nc(-c3ccncc3)nc3ccccc23)cc1
 : -16, ·
COc1ccc(/C=C2\SC(=S)NC2=O)c(OC)c1OC
 : -8, ·
CCOc1cc(/C=N/NC(=O)COc2ccc(Cl)cc2Br)cc([N+](=O)[O-])c1O
 : 6, ·
C/C(=N\NC(=O)c1cc(Br)ccc1O)c1cccnc1
 : -1, ·
COc1cccc(C2(O)CCN(C(=O)c3cccs3)CC2)c1
 : 8, ·
c1ccc(-c2nnc(OCCN3CCOCC3)c3ccccc23)cc1
 : 8, 159

(continued)
Screens in order: HePTP inhibitor, BAP1 block
O=C(Nn1cnnc1)c1cc2c(s1)CCCCC2
 : 7, 61
COC(=O)c1ccc(C(=O)OC)c(NC(=O)COC(=O)C23CC4CC(CC(O)(C4)C2)C3)c1
 : 1, 105
O=C(CN1C(=O)/C(=C/c2cccc(Br)c2)SC1=S)Nc1cccnc1
 : -10, ·
COc1cc(/C=C2/SC(=S)N(CCC(=O)Nc3ccc4c(c3)OCO4)C2=O)cc(OC)c1OC
 : 8, ·
CCOc1cc(/C=C2/SC(=S)N(C)C2=O)ccc1OCCOc1ccccc1C
 : 6, ·
Cn1cccc1Cc1nnc(SCC(=O)N2CCOCC2)n1CCc1ccccc1
 : 4, 94
O=C1c2cccc3cccc(c23)C(=O)N1/N=C/c1cccc([N+](=O)[O-])c1
 : 4, ·
Fc1ccccc1C=NN1CCN(Cc2ccccc2Cl)CC1
 : 7, ·
COC(=O)c1ccc(Nc2cc(C)nc3ncnn23)cc1
 : -1, 121
CCOc1ccc(OCC)c(S(=O)(=O)N2CCCCC2C)c1 (stereo unspecified)
 : 4, 107
Cc1ccc2c(c1)[nH]c1c(N3CCN(Cc4ccc5c(c4)OCO5)CC3)ncnc12
 : 0, ·
CC(=O)C1=C(O)C(=O)N(CC2CCCO2)C1c1ccc(C)cc1 (stereo unspecified)
 : 3, ·
Cc1cccc2cc(COC(=O)C3CCCCC3)c(=O)[nH]c12
 : 0, 96
Cc1cccc(Cn2c(CN3CCN(Cc4ccccc4)CC3)nc3c2c(=O)[nH]c(=O)n3C)c1
 : 1, 86
COc1cc(NC(=O)C2CCCCC2)c(OC)cc1NC(=O)c1ccco1
 : 8, 91

Next part
Screens in order: HePTP inhibitor, BAP1 block
O=C1C2C(C(=O)N1/N=C/c1ccccc1Cl)C1C=CC2C12CC2 (stereo unspecified)
 : -22, ·
CC(=O)Nc1cccc(NC(=O)CC(c2ccccc2)c2ccccc2)c1
 : 6, ·
CC1CN(S(=O)(=O)c2cccc(-c3cn4ccccc4n3)c2)CC(C)O1 (stereo unspecified)
 : 9, 144
N/C(=N\N=C\c1c[nH]c2ccccc12)c1nonc1N
 : 0, ·
COc1ccc(C2CC(=O)C(C=NCCCN3CCOCC3)=C(O)C2)cc1 (stereo unspecified)
 : 7, 98
O=C(Nc1ccc(Cl)c([N+](=O)[O-])c1)c1ccc2c(c1)OCO2
 : 12, ·
C/C=C/COC(=O)C1=C(C)NC(=O)NC1c1ccc(F)cc1 (stereo unspecified)
 : 3, ·
CC(=O)Nc1ccc(S(=O)(=O)/N=C2/NC(=O)/C(=C\c3ccco3)S2)cc1
 : 41, ·
Cc1ccc(-c2csc(NC(=O)C3C4C=CC(O4)C3C(=O)O)n2)cc1 (stereo unspecified)
 : 5, ·
CC1(C(=O)O)CCC(C(=O)Nc2ccccc2O)C1(C)C (stereo unspecified)
 : 0, ·
CC/C(=C1/C(=O)CC(C)(C)C(C(=O)OC)C1=O)N1CCCC1 (stereo unspecified)
 : 6, ·
Cc1ccc(C(=O)Nc2ccc3c(c2)OCO3)cc1S(=O)(=O)N1CCCCC1
 : -1, 81
Cc1ccc(NC(=O)c2ccc(NC(=O)c3ccc(Cl)cc3Cl)cc2)cc1
 : 6, ·
COc1cccc(N2C(=O)CC(c3c[nH]c4ccccc34)C2=O)c1 (stereo unspecified)
 : -4, 66
COc1ccccc1/C=c1/sc2nc(-c3ccc(Cl)cc3Cl)nn2c1=O
 : -10, ·

Next part
Screens in order: HePTP inhibitor, BAP1 block
CC1(C)N=C(N)N=C(N)N1c1ccc(F)cc1F
 : 3, 112
CSc1ccc(Cl)c(C(=O)Nc2c(C)n(C)n(-c3ccccc3)c2=O)c1
 : -6, ·
Cc1cc(C(C)(C)C)cc(S(=O)(=O)NCCO)c1C
 : -5, 148
CCN(CC)S(=O)(=O)c1ccc(/C(O)=C(\C#N)c2nc3ccccc3n2C)cc1
 : 8, 831
Cc1c(NC(=O)C(C)Oc2ccccc2)cccc1NC(=O)C(C)Oc1ccccc1 (stereo unspecified)
 : 4, ·
COC(=O)COc1ccc(S(=O)(=O)NCCC2=CCCCC2)cc1C
 : 7, 135
Cc1cccc2cc(CN(CC3CCCO3)C(=O)c3ccco3)c(=O)[nH]c12 (stereo unspecified)
 : 3, 96
COc1ccc(CNC(=O)C2CCCN2C(=O)NC2CCCCC2)cc1 (stereo unspecified)
 : 5, 92
Cc1ccc(Cl)cc1NC(=O)CC(O)(C(F)(F)F)C(F)(F)F
 : 2, 96
CCc1cc(=O)oc2cc(C)cc(OC(=O)c3ccco3)c12
 : 0, 103
Cc1cccnc1NC(=O)c1ccccc1NC(=O)c1ccccc1
 : 2, ·
Cn1c(C(=O)O)c(CC(=O)Nc2ccc3c(c2)OCCO3)c2ccccc21
 : 7, 86
CC1CCN(C2=NC(=O)/C(=C/c3ccc(O)cc3)S2)CC1
 : 0, ·
O=C(N/N=C/c1cc([N+](=O)[O-])ccc1Cl)c1cc2ccccc2o1
 : -1, ·
CCOC(=O)NC1(NC2CCCCC2)Oc2ccccc2O1
 : 10, 108

(further entries)
Screens in order: HePTP inhibitor, BAP1 block
CCN1C(=O)N(COC(C)=O)C2C1N(COC(C)=O)C(=O)N2CC (stereo unspecified)
 : -7, ·
COc1cccc(OC)c1C(=O)Nc1ccccc1I
 : -8, ·
COC(=O)CCC(=O)Nc1ccc(Cl)c(Cl)c1
 : 4, 126
COc1ccc(N=C(C)C2=C(O)COC2=O)cc1
 : -2, 90
O=[N+]([O-])c1cccc(S(=O)(=O)N2CCCC2)c1
 : 0, ·
Cc1nc(C)n(CC(O)COc2ccc3c(c2)CCC3)n1 (stereo unspecified)
 : -10, 92
COC(=O)C1=CN(Cc2ccc(OC)cc2)C=C(C(=O)OC)C1c1ccc2c(c1)OCO2
 : -10, ·
Cc1cc(NC(NC(=O)c2ccco2)(C(F)(F)F)C(F)(F)F)no1
 : 0, 130
COc1ccc(OC)c2[nH]c(=O)c(CCNC(=O)CC(C)C)cc12
 : -14, 100
COc1cc(-c2nnc(SCc3ccccc3Cl)o2)cc(OC)c1OC
 : 2, 66
COC(=O)c1cccc(S(=O)(=O)N2CCC(NC(=O)Nc3cccc(F)c3)CC2)c1
 : 1, 98
COc1ccc(C(=O)CSc2ncn[nH]2)cc1
 : 0, ·
CC1=C(C(=O)OC(C)C)C(c2coc3ccc(C)cc3c2=O)C2=C(CC(C)(C)CC2=O)N1 (stereo unspecified)
 : 3, ·
CCOc1ccc(-c2noc(CCC(N)=O)n2)cc1OCC
 : 1, 75
Cc1ccc(S(=O)(=O)NCC(=O)NC2CCCC2)cc1
 : 11, 92

Entries of single compounds as entered above. Order of screens: HePTP inhibitor	BAP1 block
Record of COc1ccc(OC)c2[nH]c(=O)c(CCNC(=O)CC(C)C)cc12 → -14	100
Record of COc1cc(-c2nnc(SCc3ccccc3Cl)o2)cc(OC)c1OC → 2	66

Following part.
Screens in order: HePTP inhibitor, BAP1 block
CCCC(=O)Nc1cc(-c2nnc(OC)c3ccccc23)ccc1N1CCOCC1
 : 14, 124
CCOC(=O)Cc1csc(NC(=O)Cc2cccs2)n1
 : 20, 83
CCOC(=O)c1nnsc1NC(=O)Nc1ccccc1
 : 4, ·
CCOCCCNC(=O)c1cn(CC(C)C)c(=O)c2cc(OC)c(OC)cc12
 : 3, 89
COC(=O)c1c(NC(=O)/C=C/c2ccco2)sc(C)c1C
 : -5, ·
CC(C)(Oc1ccc(CCNC(=O)c2ccc(Cl)cc2)cc1)C(=O)O
 : 2, 78
O=C(CNC(=O)/C(=C\c1ccccc1F)NC(=O)c1ccccc1)OCc1ccccc1
 : 7, ·
Cc1nc2ccc(NC(=O)N3CCOCC3)cc2s1
 : 2, 140
CCOC(=O)CSCc1nc(-c2ccc(Cl)cc2)oc1C
 : -9, 97
CCOc1cc(/C=C2\C(=O)N(c3ccc(S(N)(=O)=O)cc3)N=C2C)cc(Cl)c1O
 : 6, ·
O=c1[nH]nc2n1CCCCC2
 : 4, 74
COC(=O)C(C)N(C#N)c1nc(C)nc(C)n1 (stereo unspecified)
 : 7, 125
CCOc1ccc(NC(=O)CC2S/C(=N\N=C\c3ccc(O)c(OC)c3)NC2=O)cc1 (stereo unspecified)
 : -1, ·
COc1ccccc1NC(=O)C1=C(C)NC(=O)NC1c1cccc(Cl)c1 (stereo unspecified)
 : -2, ·
O=C(COc1ccc(Cl)cc1Cl)Nc1ccc2c(c1)OCO2
 : 9, ·

Later entries.
Screens in order: HePTP inhibitor, BAP1 block
O=C(Nc1ccccn1)C1CC(=O)N(c2ccc(Br)cc2)C1 (stereo unspecified)
 : 4, ·
Nc1nnc(-c2ccc(C(=O)O)cc2)s1
 : -5, ·
CCOC(=O)CC(=O)Nc1nnc(CC(C)C)s1
 : 8, 53
O=c1/c(=C/c2cc(Cl)ccc2OCc2ccccc2F)sc2nc3ccccc3n12
 : -1, ·
CCOC(=O)CN(C)Cc1c[nH]c2ccccc12
 : 12, 78

No enrichment for hits; about 0.79% have a hit in one of these screens.
